H37Rv inhibition: M. tuberculosis growth inhibition, HTS (AID 449762). inhibition, % at 25 µM, or IC50 in µM where a hit was titrated. M. tuberculosis H37Rv growth inhibition, 7H9 media; higher % means a stronger effect. actives 0.59% (n = 330,000); in the data active means a potency from the dose series; inconclusive means inhibition above about 70% without an active follow-up result;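 further: bacterial growth assessed after seven days of incubation; strong numbers were not always called active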
VEEV TC-83 Vero: inhibitors of VEEV TC-83 cytopathic effect, confirmation, Vero cells (AID 588727); Vero cells, VEEV TC-83 cytopathic effect inhibition; higher % means a stronger effect; inhibition, % at 20 µM; hits with a dose series show IC50 in µM; actives 0.13% (n = 350,000); in the data active means a potency from the dose series; inconclusive means inhibition mostly from about 14% at the one dose, without a potency; inactive means the rest, 99 in 100 with inhibition below about 12%; further: strong numbers were not always called active
M. tuberculosis: growth inhibition of non-replicating M. tuberculosis (AID 488890). inhibition, % at 25 µM; hits with a dose series show IC50 in µM. actives 0.39% (n = 320,000). Mycobacterium tuberculosis non-replicating, growth inhibition; higher % means a stronger effect; in the data active means a potency from the dose series; inconclusive means inhibition mostly from about 82% at the one dose, without a potency; inactive means the rest, 99 in 100 with inhibition below about 76%;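 further: plate controls were DMSO cells for no effect and high antibiotic wells for full effect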
Salmonella PhoP GFP: Inhibition of PhoP regulon, Salmonella typhi GFP reporter cells, confirmation, 4 h (AID 1850); Salmonella Typhi PhoP-promoter GFP reporter, fluorescence, 4 h; higher % means a stronger effect; actives 0.33% (n = 310,000); one-dose inhibition, % at 50 µM; IC50 in µM for titrated hits; in the data active means a potency from the dose series; inconclusive means inhibition mostly from about 25% at the one dose, without a potency; inactive means the rest, 99 in 100 with inhibition below about 19%;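 further: 0% = induced wells with vehicle and 100% = uninduced wells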
H1N1 NS1A inhibition: H1N1 influenza NS1A inhibitors, functional cell based assay (AID 504329) | NS1A functional cell-based assay, percent inhibition; higher % means a stronger effect | inhibition, % at 12.5 µM, or IC50 in µM where a hit was titrated | actives 0.3% (n = 340,000); in the data active means a potency from the dose series; inconclusive means inhibition above about 27% without an active follow-up result; further: strong numbers were not always called active
VEEV TC-83 Vero 10K pilot screen: also measured in VEEV TC-83 Vero; calls as there; inhibition, %; measured here: 10K pilot screen inhibition
* hit, by the source's call; i = inactive; u = inconclusive; x = no result given.

SMILES	H37Rv inhibition	VEEV TC-83 Vero	M. tuberculosis	Salmonella PhoP GFP	H1N1 NS1A inhibition	others
Cc1ccccc1C(=O)NC(=S)Nc1ccc(S(=O)(=O)N(C)c2ccccc2)cc1	0.0%	8.4%	69.5%	0.1%	-1.9%
COc1ccc(/C(N)=N/OC(=O)/C=C/c2ccccc2)cc1	20.4%	0.3%	53.2%	2.9%	2.0%	VEEV TC-83 Vero 10K pilot screen=0.9
CN1CCN(c2ccc(S(=O)(=O)N3CCOCC3)cc2NC(=O)Cc2ccccc2F)CC1	-8.0%	1.6%	-6.7%	x	-16.9%
Nc1nc(-c2ccccn2)nc(N)c1Cc1c(F)cccc1Cl	64.7%	3.6%	62.3%	2.2%	6.42µM*
O=C(O)CCN1C(=O)CC(N2C(=O)/C(=C/c3ccc(Cl)cc3)SC2=S)C1=O (centres undefined)	-1.2%	i	-29.0%	-12.1%	1.0%
Cc1ccc(NC(=S)N2C3CCCC2CC(NC(=O)C2CC2)C3)cc1C (centres undefined)	-1.5%	1.2%	10.7%	6.9%	6.2%
CCC(=O)N1N=C(c2c(-c3ccccc3)c3cc(Cl)ccc3[nH]c2=O)CC1c1ccco1 (centres undefined)	4.5%	4.2%	29.4%	-10.5%	-6.2%
CCN(CC)c1ccc(C(=O)OCC(=O)N(C(C)C)C(C)C)cc1	2.3%	2.1%	-2.6%	6.5%	9.9%
O=S(=O)(O)c1cc(O)c2cc(Nc3ccccc3)ccc2c1	x	1.7%	x	x	9.6%
O=C(CN1CCN(c2ccccc2Cl)CC1)NC1CCCc2ccccc21 (centres undefined)	7.5%	i	18.5%	-5.8%	1.3%
O=C(c1ccc(Br)cc1)C(CN1CCOCC1)c1ccccc1 (centres undefined)	4.73µM*	39.3%	u	-6.7%	-4.4%
Cc1nc2ccc(S(=O)(=O)N(C)CC(=O)N3CCc4ccccc4C3)cc2s1	0.1%	2.6%	-10.0%	-5.2%	10.2%
CCCOc1ccc(-c2c(=O)n(OCC(=O)OCC)c3ccccc3[n+]2[O-])cc1	-0.6%	0.3%	25.3%	-3.8%	20.5%
COc1ccc(CCNC(=O)C2=CC=CN3CCS(=O)(=O)N=C23)cc1	-1.2%	1.9%	8.2%	x	-9.0%
O=c1[nH]c(=O)n(Cc2ccccc2)c(O)c1C=NCCCO	9.7%	1.4%	5.4%	6.1%	0.9%
CCOc1c(C)cc2[nH]c(CCC(=O)O)nc2c1C	-4.4%	0.8%	3.4%	0.0%	-10.7%
COc1ccc(C(C(=O)NC2CCCC2)N(C(=O)c2ccco2)c2cc3c(cc2C(C)=O)OCO3)cc1 (centres undefined)	4.6%	i	4.9%	1.1%	-0.5%
CC(C)(C)NC(=O)c1ccc2c(c1)CCO2	4.7%	2.9%	-5.5%	-8.1%	-8.9%
O=C(CCC(=O)N1CCN(S(=O)(=O)c2ccc(Cl)cc2)CC1)NC1CCCc2ccccc21 (centres undefined)	2.4%	4.5%	27.8%	6.8%	16.2%	VEEV TC-83 Vero 10K pilot screen=3.4
Cc1onc(-c2ccccc2)c1C(N)=O	0.4%	1.2%	4.1%	-7.2%	-1.3%
CCOC(=O)C1CCN(c2ccc([N+](=O)[O-])c(C(C)=O)c2)CC1	1.2%	i	36.7%	4.2%	7.7%
O=C(Nc1ccccc1N1CCCC1)c1cccc(-c2cc3ccccc3oc2=O)c1	u	4.8%	64.0%	-4.4%	-2.3%
Cc1nc2nc(SCC(=O)Nc3cccc(F)c3)[nH]c2cc1Br	22.5%	3.1%	20.5%	13.1%	-5.3%
Cc1nn(-c2ccccc2)cc1/C=N/O	1.3%	i	9.1%	-5.6%	0.1%
CC(C)=CC(=O)N1CCCc2ccccc21	-7.2%	1.2%	3.5%	-15.7%	5.7%
O=C(CCc1nc(-c2ccccc2Cl)no1)NCC1CCCO1 (centres undefined)	-7.3%	1.3%	12.4%	-5.0%	8.2%
CN1CCN(S(=O)(=O)c2ccc(NC(=O)C3CCCO3)cc2)CC1 (centres undefined)	1.9%	1.1%	-5.2%	-2.2%	-1.7%
CC(C)N(Cc1ccccc1)C(=S)NC(=O)C1(C)CC1(Cl)Cl (centres undefined)	12.4%	3.0%	-12.4%	-1.3%	-0.2%
COc1ccc2c(c1)CC[C@@H]1[C@@H]2CC[C@]2(C)[C@@H](C(=O)O)C[C@@H]12	3.0%	0.5%	-6.2%	-0.7%	-2.8%
O=C(OCCO)c1cc(Cl)c(C(=O)OCCO)cc1Cl	-0.1%	1.7%	1.5%	12.2%	2.0%
CCc1ccc(/C=N/NC(=O)Cc2cccn2C)cc1	-13.3%	0.5%	1.9%	0.4%	4.3%
Cc1onc(C(=O)NN)c1C(=O)Nc1ncc(C(F)(F)F)cc1Cl	-0.2%	3.6%	0.4%	3.4%	-3.6%
COc1ccc(NC(=O)CCCc2ccccc2)cc1OC	0.3%	0.9%	13.0%	-2.1%	-6.3%
CCCCN(C(=O)c1ccc(OC)c([N+](=O)[O-])c1)c1c(N)n(CCC)c(=O)[nH]c1=O	-3.3%	2.3%	0.3%	-24.9%	10.5%
O=C(NCc1ccco1)c1ccccc1NC(=O)C1CC(=O)N(c2ccc(Cl)cc2)C1 (centres undefined)	-0.4%	9.5%	11.6%	7.7%	0.9%
Cc1cccc(NC(=O)CNC(=O)C(NC(=O)Cc2ccccc2)C(C)C)c1C (centres undefined)	-0.2%	0.3%	19.8%	x	0.1%
Cc1ccc(C)c(S(=O)(=O)N2CCC(c3nc4c(nnn4Cc4ccc(F)cc4)c(=O)[nH]3)CC2)c1	8.0%	4.9%	10.2%	-19.3%	-21.5%
CCC(C)[C@H](NC(=O)NCc1ccc(OC)c(OC)c1)C(=O)O (some centres undefined)	2.5%	0.1%	-2.0%	11.9%	-13.6%
CC(=O)c1cccc(NC(=O)C(Sc2ncnc3ccccc23)c2ccccc2)c1 (centres undefined)	0.7%	0.1%	57.2%	-1.8%	0.1%
CCC(C(=O)NC1CCCCC1)N(C(=O)c1snc(C(N)=O)c1N)c1ccc(OC)cc1OC (centres undefined)	8.0%	1.6%	35.2%	15.4%	2.5%
Cc1cc(C)nc(N2CCC(CNC(=O)CCc3ccccc3)CC2)n1	-0.9%	0.4%	-1.2%	8.1%	2.5%
CCN1C(=O)CC(NCc2ccc3c(c2)OCO3)C1=O (centres undefined)	4.6%	1.9%	11.4%	6.2%	7.5%
CCCc1ncc(CN2CCCC(C(=O)Nc3ccc(-c4cccc(OC)c4)cc3)C2)cn1 (centres undefined)	>100µM*	5.8%	31.5%	-8.4%	-0.3%
Cc1ccc(CONS(=O)(=O)c2cc(C)ccc2C)cc1	40.7%	5.4%	12.1%	x	7.6%
CCN(CC(=O)NCc1cccs1)CC(=O)Nc1cccc(S(N)(=O)=O)c1	-0.1%	0.4%	-10.0%	x	12.4%
O=C(C[n+]1cn(C(F)F)c2ccccc21)c1ccc(OC(F)F)cc1	4.7%	0.7%	34.7%	9.8%	10.8%
COC(=O)CSc1nnc(C2COc3ccccc3O2)n1-c1ccccc1 (centres undefined)	-9.7%	0.8%	64.3%	-12.0%	-13.4%
COc1ccc(OCc2n[nH]c(=S)o2)cc1	-9.6%	i	81.2%	3.9%	-1.4%
Cc1ccc(C(=O)C2=C(O)C(=O)N(Cc3cccnc3)C2c2ccc(N(C)C)cc2)o1 (centres undefined)	4.0%	5.2%	-16.2%	4.1%	0.8%
COc1ccc(C(C(=O)NCC2CCCO2)N(C(=O)Cn2nnc3ccccc32)c2ccc(NC(C)=O)cc2)c(OC)c1 (centres undefined)	6.7%	1.5%	-5.6%	5.2%	0.8%
Cc1ccc(CNC(=O)C(=O)NCC2OCCN2S(=O)(=O)c2ccc(Br)cc2)cc1 (centres undefined)	-1.6%	4.5%	10.9%	-1.5%	7.7%
CCOc1cccc(NC(=O)/C(C#N)=C\c2cn(CC(=O)O)c3ccccc23)c1	0.2%	0.6%	15.8%	2.3%	5.1%
Cc1csc(N(C(=O)Cc2ccccc2F)c2ccccc2)n1	-2.3%	2.5%	4.9%	-11.3%	-12.6%
CC(C)C(c1nnnn1CC1CCCO1)N1CCN(Cc2ccc3c(c2)OCO3)CC1 (centres undefined)	1.5%	0.8%	-1.9%	-8.0%	-4.0%
Cc1ccc(C(=O)N2CCN(c3cc4c(cc3[N+](=O)[O-])n(C)c(=O)n4C)CC2)cc1	-2.4%	i	-0.1%	-0.1%	-3.8%
Cn1c(OCc2cccnc2)nc2c1c(=O)n(Cc1ccc(F)cc1)c(=O)n2C	65.5%	8.3%	47.0%	-3.1%	-2.5%
CC(NCC(=O)Nc1ccccc1C(=O)NC1CC1)c1ccccc1Cl (centres undefined)	0.3%	7.0%	27.1%	x	-6.9%
CC1CCC2(CC1)NC(=O)N(CC(=O)Nc1ccc3c(c1)OCCO3)C2=O (centres undefined)	-3.1%	i	-14.7%	-1.1%	-18.9%
Cc1nc(N)ncc1C(=O)Nc1ccccc1	-0.1%	1.0%	-1.9%	6.2%	-6.4%
O=C(O)CCC(=O)N1CCN(S(=O)(=O)c2ccc3ccccc3c2)CC1	-1.8%	2.6%	-9.5%	0.5%	5.1%
The listing continues:
SMILES	H37Rv inhibition	VEEV TC-83 Vero	M. tuberculosis	Salmonella PhoP GFP	H1N1 NS1A inhibition	others
COc1ccc(C(c2nnnn2C2CCCC2)N2CCC(C)CC2)cc1 (centres undefined)	-1.2%	2.5%	15.0%	4.5%	-12.3%
CCc1ccc(NC(=S)Nc2ccc3cn[nH]c3c2)cc1	32.0%	2.3%	u	0.7%	7.1%
COCCN(C(=O)CCc1ccc(OC)cc1)c1nnc(-c2ccncc2)s1	6.8%	2.0%	18.1%	12.2%	0.8%
CCOC(=O)C1=C(C)N=c2s/c(=C\c3ccc(OCC(=O)O)c(OC)c3)c(=O)n2C1c1ccc(OC)cc1 (centres undefined)	6.6%	1.0%	12.4%	2.4%	-1.1%

Compounds above that have fluorine (8):
SMILES	H37Rv inhibition	VEEV TC-83 Vero	M. tuberculosis	Salmonella PhoP GFP	H1N1 NS1A inhibition	others
CN1CCN(c2ccc(S(=O)(=O)N3CCOCC3)cc2NC(=O)Cc2ccccc2F)CC1	-8.0%	1.6%	-6.7%	x	-16.9%
Nc1nc(-c2ccccn2)nc(N)c1Cc1c(F)cccc1Cl	64.7%	3.6%	62.3%	2.2%	6.42µM*
Cc1nc2nc(SCC(=O)Nc3cccc(F)c3)[nH]c2cc1Br	22.5%	3.1%	20.5%	13.1%	-5.3%
Cc1onc(C(=O)NN)c1C(=O)Nc1ncc(C(F)(F)F)cc1Cl	-0.2%	3.6%	0.4%	3.4%	-3.6%
Cc1ccc(C)c(S(=O)(=O)N2CCC(c3nc4c(nnn4Cc4ccc(F)cc4)c(=O)[nH]3)CC2)c1	8.0%	4.9%	10.2%	-19.3%	-21.5%
O=C(C[n+]1cn(C(F)F)c2ccccc21)c1ccc(OC(F)F)cc1	4.7%	0.7%	34.7%	9.8%	10.8%
Cc1csc(N(C(=O)Cc2ccccc2F)c2ccccc2)n1	-2.3%	2.5%	4.9%	-11.3%	-12.6%
Cn1c(OCc2cccnc2)nc2c1c(=O)n(Cc1ccc(F)cc1)c(=O)n2C	65.5%	8.3%	47.0%	-3.1%	-2.5%

Some of these compounds in order of count of non-hydrogen atoms, rising.
SMILES	H37Rv inhibition	VEEV TC-83 Vero	M. tuberculosis	Salmonella PhoP GFP	H1N1 NS1A inhibition	others
CCOC(=O)C1CCN(c2ccc([N+](=O)[O-])c(C(C)=O)c2)CC1	1.2%	i	36.7%	4.2%	7.7%
O=C(CN1CCN(c2ccccc2Cl)CC1)NC1CCCc2ccccc21 (centres undefined)	7.5%	i	18.5%	-5.8%	1.3%
CCCOc1ccc(-c2c(=O)n(OCC(=O)OCC)c3ccccc3[n+]2[O-])cc1	-0.6%	0.3%	25.3%	-3.8%	20.5%
